CaV13 FRET inh = Disruptors of the CACNA1D IQ motif to Ca2+-dependent inactivation inhibitor domain association, primary screening, Förster resonance energy transfer in intact living … | HEK cells, CFP/YFP FRET ICDI-IQ, plate reader, 10 min; percent FRET-ratio fall versus neutral wells | inhibition, % at 12.3 µM | hit rate 0.098% among 340,000;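 active = mean replicate inhibition of at least 30% and at least 1% of replicates passing that level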;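 note: 0% = median of the neutral control wells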
MITF TRPM1 inh = inhibitors of MITF-dependent TRPM1 promoter reporter, primary screen, cell-based, SK-MEL-5, single point, luciferase | inhibition, % at 12.5 µM | hit rate 0.83% among 330,000 | SK-MEL-5 TRPM1 promoter luciferase, 24 h;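 active = mean inhibition across replicates of 60% or more, whatever share of single replicates reaches that level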; note: values of inactives mirror those of a sister screen read the other way
NR2E3 ag-1 = NR2E3 agonists in two-hybrid cells, primary screen, cell-based, luminescence, CHO-S, Gal4-NCOR/VP16-NR2E3 | hit rate 0.35% among 360,000 | inhibition of corepressor binding, % at 3.98 µM | Photoreceptor-specific nuclear receptor (Homo sapiens), Q9Y5X4 | luciferase | AID 602229, 2012;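 active = inhibition above the mean of all tested compounds plus 3 SD, cut at about 70% in these data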;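 note: 0% = DMSO with NR2E3 transfected cells and 100% = cells lacking NR2E3 construct; higher means lower luciferase signal from less NR2E3 corepressor binding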
Target sequence (Q9Y5X4 whole entry, looked up, the tested form may be a part): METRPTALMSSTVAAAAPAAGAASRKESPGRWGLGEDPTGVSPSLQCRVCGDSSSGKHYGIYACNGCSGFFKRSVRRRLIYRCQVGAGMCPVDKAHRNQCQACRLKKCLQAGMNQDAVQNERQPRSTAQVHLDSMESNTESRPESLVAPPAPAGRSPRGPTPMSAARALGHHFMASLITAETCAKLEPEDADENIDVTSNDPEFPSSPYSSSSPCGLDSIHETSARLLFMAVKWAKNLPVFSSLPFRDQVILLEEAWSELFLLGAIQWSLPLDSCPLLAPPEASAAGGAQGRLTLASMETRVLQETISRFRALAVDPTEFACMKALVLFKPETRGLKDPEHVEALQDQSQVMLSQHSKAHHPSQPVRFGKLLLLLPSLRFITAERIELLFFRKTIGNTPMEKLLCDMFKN
hiPSC survival = enhancers of single-cell hiPSC survival, primary screen, ATPlite luminescence; survival enhancement, % at 20 µM; AID 602274, 2012; hit rate 0.044% among 360,000; 100% = ROCK inhibitor wells, 0% = DMSO; in the data active = survival enhancement above about 18%;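 note: cells exposed to compounds for 16 hours before the ATP read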
NR2E3 ag-2 = inhibitors of NR2E3-RetCOR corepressor binding, primary screen, NR2E3 agonist project, biochemical, TR-FRET, GST-NR2E3, biotin-RetCOR; Photoreceptor-specific nuclear receptor (Homo sapiens), Q9Y5X4; 1536-well; inhibition of corepressor binding, % at 4.78 µM; hit rate 0.12% among 320,000; AID 2300, 2010;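 active = percent inhibition above the cutoff of mean plus 3 SD of all tested compounds, set per screening campaign, cut at about 20% in these data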;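 note: 0% = DMSO wells and 100% = biotin wells as full block of FRET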
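Material – GST-tagged NR2E3 plus biotinylated RetCOR corepressor · Quantity – NR2E3 fusion 1.35 nM · Times – 5 h incubation at 4 °C · Medium – pH 7.5 Tris-based buffer · Technique – TR-FRET, Eu(K)-anti-GST donor, streptavidin-D2 acceptor, ex 340, em 617/671 nm · Benchmarks – high control biotin, low control 0.6% DMSO · Format – 1536-well plates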
HTR2A ag = mouse Htr2a agonists via beta-arrestin recruitment, primary screen, cell-based, luminescence; 5-hydroxytryptamine receptor 2A (Mus musculus), P35363; CHO-K1 mHTR2A beta-arrestin complementation; percent of 30 µM serotonin response; activation, % at 7.6 µM; hit rate 0.66% among 360,000; AID 624169, 2012;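 active = activation above a run cutoff, the mean activation of all tested compounds plus 3 SD, cut at about 14% in these data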;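 note: 0% = plate median of compound wells and 100% = 30 µM serotonin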
Peg3 promoter = Peg3 promoter-driven luciferase inhibitors, primary screen, cell-based, HeLa, luciferase luminescence. HeLa PEG-Prom luciferase reporter, overnight. inhibition, % at 20 µM. hit rate 1.7% among 360,000. AID 588405, 2011;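 active = inhibition of at least 50% at 20 µM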
PDI inh = inhibitors of human PDI, primary screen, biochemical, turbidity, single point, plate reader | Protein disulfide-isomerase (Homo sapiens), P07237 | PDI insulin aggregation turbidity, A650, 90 min | inhibition, % at 10 µM | hit rate 0.052% among 350,000;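 active = mean inhibition across replicates of 30% or more, whatever share of single replicates reach that level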;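 note: absorbance from insulin aggregation driven by PDI reduction with DTT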
Target sequence (P07237 whole entry, looked up): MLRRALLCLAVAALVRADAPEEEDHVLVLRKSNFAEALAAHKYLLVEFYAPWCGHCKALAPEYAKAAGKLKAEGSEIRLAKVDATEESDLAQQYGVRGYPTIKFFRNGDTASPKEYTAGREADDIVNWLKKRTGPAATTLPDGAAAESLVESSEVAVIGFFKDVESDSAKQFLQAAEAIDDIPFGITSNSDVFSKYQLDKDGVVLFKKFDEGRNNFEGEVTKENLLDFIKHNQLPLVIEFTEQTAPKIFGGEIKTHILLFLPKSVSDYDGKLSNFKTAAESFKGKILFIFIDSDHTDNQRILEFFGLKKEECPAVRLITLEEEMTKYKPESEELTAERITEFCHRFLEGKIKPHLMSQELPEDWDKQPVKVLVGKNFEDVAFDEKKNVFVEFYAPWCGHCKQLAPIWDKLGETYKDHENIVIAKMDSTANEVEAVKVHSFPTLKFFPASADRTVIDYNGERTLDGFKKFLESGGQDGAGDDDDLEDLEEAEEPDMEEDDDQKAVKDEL
Shn3 inh set2 = reduction of Shn3 3'UTR firefly luciferase signal, primary screen, Schnurri-3 inhibitor project, cell-based, Clone20 osteoblasts, set 2; Clone20 osteoblast Shn3 3'UTR firefly luciferase, 24 h; inhibition, % at 12.5 µM; hit rate 0.52% among 360,000;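 active = mean inhibition of at least 75% with every replicate also reaching 75%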;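 note: 0% = median of neutral control wells and 100% = pilot-screen positive control compound; some compounds past the cut are filed as inactive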
HIF-2a inh = HIF-2a reporter inhibitors, primary screen, luminescence, 786-0 RCC cells; hit rate 0.72% among 360,000; 786-0 RCC cells HIF-2a reporter, luciferase luminescence, overnight; AID 624352, 2012; inhibition, % at 18.8 µM;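 active = inhibition of the luminescence signal of 40% or more relative to plate controls, in a single-dose primary screen at 18.75 µM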
H9c2 protect = cardioprotection against H2O2-induced cell death, primary screen, uHTS, H9c2 cells, ATPLite luminescence. H9c2 cardiomyocytes, H2O2 injury protection, 2 h. AID 588492, 2011. hit rate 0.63% among 360,000. protection from H2O2 cell death, % at 20 µM;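 active = compounds giving at least 50% protection of heart cells from peroxide-induced death in the single-dose screen, raw or plate-pattern-corrected value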;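 note: 0% = DMSO wells with peroxide and 100% = DMSO wells without peroxide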
* = called active by the depositor; / = no result given.

SMILES | CaV13 FRET inh | MITF TRPM1 inh | NR2E3 ag-1 | hiPSC survival | NR2E3 ag-2 | HTR2A ag | Peg3 promoter | PDI inh | Shn3 inh set2 | HIF-2a inh | H9c2 protect
CCCOc1ccc(/C=N/NC(=O)C2CCCN2S(=O)(=O)c2ccc(Cl)cc2)cc1 (stereo not given) | / | 4.1 | -25.3 | 1.1 | -0.3 | 5.8 | -1.4 | -4.5 | -3.1 | 7.2 | -12.8
CNC(=O)COc1coc(CN2CCN(c3ccc(OC)cc3)CC2)cc1=O | -4.8 | 7.1 | -4.7 | -0.5 | 4.3 | 6.0 | -9.7 | 4.5 | -42.6 | 13.0 | -3.4
O=C(NCCN1CCOCC1)C1(C(F)(F)F)C/C(=C\Cc2ccccc2)CCCO1 (stereo not given) | -4.9 | -23.9 | -17.2 | -0.5 | 2.1 | -4.5 | -17.2 | -0.4 | 2.3 | 3.5 | -4.3
CCOC(=O)c1c(C)n(C)c2ccc(OC)c([N+](=O)[O-])c12 | 7.2 | 2.4 | -16.9 | 2.0 | -0.3 | 1.2 | -8.2 | 8.0 | 34.6 | 3.0 | 17.5
COc1ccc(C)cc1NC(=O)Nc1ccncc1 | -1.3 | -7.5 | 5.3 | -0.3 | 1.5 | -6.5 | 11.5 | 8.8 | -11.8 | -7.7 | -2.1
Cc1ccc(CCNC(=O)CCCn2nc(C)c3c(C)n(-c4ccc(C)cc4)nc3c2=O)cc1 | -7.0 | 4.6 | 14.2 | -0.6 | 2.4 | -7.2 | 11.0 | 5.8 | 0.7 | 10.5 | -4.2
O=C(C1Cc2ccccc2CN1C(=O)c1ccco1)N1CCN(c2ccccc2)CC1 (stereo not given) | -5.3 | 5.6 | -14.2 | 0.1 | -0.7 | 1.8 | 7.9 | -4.8 | -8.9 | 12.6 | 7.8
O=C(COC(=O)c1cccc([N+](=O)[O-])c1)NC1CCCC1 | -5.0 | -26.0 | -15.8 | 0.1 | 2.8 | 2.6 | -1.0 | 7.5 | 10.9 | 9.5 | -1.0
CCOC(=O)c1sc(NC(=O)CC)nc1C | -13.3 | -29.5 | -4.8 | 0.7 | -1.1 | 4.6 | 10.9 | -6.1 | 8.7 | -20.0 | 0.8
CC(=O)Nc1ccc(NC(=O)CC23CC4CC(CC(C4)C2)C3)cc1 | -1.6 | 4.3 | 2.1 | -0.5 | 7.8 | 0.6 | -7.2 | 2.7 | 1.9 | 2.5 | -10.4

Some entries already given, limited to NR2E3 ag-1 and Shn3 inh set2:
SMILES	NR2E3 ag-1	Shn3 inh set2
CNC(=O)COc1coc(CN2CCN(c3ccc(OC)cc3)CC2)cc1=O	-4.7	-42.6
O=C(NCCN1CCOCC1)C1(C(F)(F)F)C/C(=C\Cc2ccccc2)CCCO1 (stereo not given)	-17.2	2.3

The list continues:
SMILES | CaV13 FRET inh | MITF TRPM1 inh | NR2E3 ag-1 | hiPSC survival | NR2E3 ag-2 | HTR2A ag | Peg3 promoter | PDI inh | Shn3 inh set2 | HIF-2a inh | H9c2 protect
COc1cc(/C=C(\C#N)C(=O)N2CCOCC2)ccc1OCc1ccccc1 | 1.1 | -51.3 | 0.9 | -0.5 | 0.4 | 0.7 | -176.7 | 8.6 | -54.1 | -1.1 | 7.9
O=C(Nc1ccc(S(=O)(=O)N2CCCC2)cc1)C1CCN(S(=O)(=O)c2ccc(F)cc2)CC1 | -3.0 | 7.3 | 18.1 | -0.1 | 1.6 | 9.5 | 18.4 | 4.1 | 26.7 | 17.0 | -2.3
O=C(O)c1cccc(NC(=S)NC(=O)c2cncc(Br)c2)c1 | -21.1 | -6.9 | -96.1 | 0.4 | -1.3 | 1.3 | -45.2 | -2.4 | 19.0 | -37.8 | 5.4
O=S(=O)(c1ccc(F)cc1)N1CCCN(Cc2c(F)cccc2F)CC1 | -15.6 | 5.9 | -3.8 | 1.6 | 3.5 | 5.5 | 0.3 | 7.6 | 18.2 | 15.6 | -3.9
CCOC(=O)c1c(C)[nH]c(C)c1S(=O)(=O)N1c2ccccc2CC1C (stereo not given) | -5.3 | 7.7 | -11.1 | -0.3 | 0.8 | -3.3 | 12.9 | 0.6 | 19.2 | 8.2 | -0.5
Cc1ccccc1NC(=O)Cc1nc(COC(=O)c2ccc(C(F)(F)F)cc2)cs1 | -2.8 | -5.4 | 39.0 | 0.7 | 2.3 | 1.9 | -7.2 | -9.6 | -4.6 | -3.0 | -2.0
CC(C)c1cn(C2OC(COC(=O)c3ccccc3)C(OC(=O)c3ccccc3)C2OC(=O)c2ccccc2)c(=O)[nH]c1=O (stereo not given) | -5.7 | 6.1 | 11.6 | -1.2 | 6.8 | 2.3 | 18.9 | -2.5 | 41.7 | 10.6 | 18.2
CCCCNc1c(-c2ccc(OC)c(SC(C)CC)c2)nc2cnccn12 (stereo not given) | -14.2 | -8.0 | 17.6 | -0.3 | / | -1.1 | 30.4 | 3.4 | 11.1 | -2.4 | -5.2
O=C(NCCN1C(=O)S/C(=C\c2cccc(Cl)c2Cl)C1=O)C1=COCCO1 | -6.1 | 10.4 | 2.3 | -0.4 | 2.2 | 2.8 | -8.6 | 3.5 | -7.6 | -46.9 | -6.2
COc1ccc(N2CCN(CC(O)COC(C)(C)C)CC2)cc1 (stereo not given) | -14.3 | 2.2 | -38.6 | 0.0 | 3.9 | -5.9 | 9.9 | -4.0 | 4.8 | 10.7 | 2.5
COc1ccccc1/C=N/NC(=O)COCC(=O)N/N=C/c1ccccc1OC | -4.9 | -11.6 | -0.6 | 0.2 | 2.6 | 2.7 | 9.6 | 5.1 | 12.4 | 21.9 | 19.2
O=C1c2cccc([N+](=O)[O-])c2C(=O)N1c1cccnc1 | -3.9 | -8.2 | -19.7 | 1.9 | 0.0 | -1.6 | 1.7 | 5.9 | -20.2 | 15.1 | 3.2
COc1ccc(S(=O)(=O)N2CCN(C(=O)NC3CCCCC3)CC2)cc1 | -5.1 | -3.5 | -12.6 | 5.8 | -1.3 | 0.7 | 4.8 | -2.1 | 3.1 | 12.4 | 4.5
O=C(NCC1(O)CCCCC1)C1CCC(=O)N(Cc2cccc(C(F)(F)F)c2)C1 (stereo not given) | -5.1 | 5.1 | -19.8 | 0.3 | 2.6 | -1.0 | 15.7 | -20.0 | 0.5 | 4.2 | 1.0
CCCN(C(=O)CCNC(=O)Cn1cnc2ccccc2c1=O)c1cccc(C)c1 | -4.3 | -2.4 | -16.4 | -0.3 | 1.6 | 6.9 | 4.8 | -6.1 | 16.2 | -3.6 | -1.0
CC1(C)Cc2c(cnn2-c2ccc(F)cc2)C(NC(=O)c2ccoc2)C1 (stereo not given) | -2.4 | 4.1 | -6.1 | 0.0 | -1.1 | 0.5 | -12.4 | 6.4 | -6.9 | -16.3 | -3.4
O=C(NC(CC1CCCCC1)C(=O)O)c1ccccc1 (stereo not given) | -4.6 | -2.3 | -9.9 | 4.2 | -3.9 | 8.0 | 9.9 | -1.5 | -26.8 | 13.5 | -0.4
CC(NC(=O)c1ccc(N(C)C)cc1)C(c1cccs1)N1CCN(C)CC1 (stereo not given) | / | -72.1 | -39.6 | -1.7 | 2.0 | -8.0 | -123.9 | 1.5 | -59.5 | -101.5 | 4.2
COc1cc(F)ccc1-c1cc(C(=O)Nc2ccc(NC(C)=O)cc2)[nH]n1 | -4.5 | / | -44.8 | -1.8 | / | 0.7 | -77.0 | 6.1 | -29.5 | -88.6 | 9.8
COc1cc(C(=O)Nc2ccc(OCC(=O)N3CCOCC3)cc2C)cc(OC)c1OC | -2.6 | 8.4 | -35.6 | -0.6 | 5.9 | 7.4 | -9.5 | 2.2 | 17.8 | 9.4 | -1.0
COc1cc(C#N)ccc1OCC(=O)c1ccc2c(c1)OCCO2 | -8.3 | 0.2 | 12.3 | -1.4 | 0.7 | 1.0 | -1.8 | 2.3 | -25.6 | -27.8 | -5.0
COc1ccc(C2C3=C(COC3=O)Oc3cc4c(cc32)OCO4)cc1OC (stereo not given) | -12.4 | 5.5 | -6.8 | -1.3 | / | 8.7 | -2.4 | -8.9 | -15.9 | 18.5 | 9.8
Cc1cncc(NCc2ccc3c(c2)OCO3)n1 | -11.0 | / | -54.3 | -2.9 | / | -1.2 | -54.7 | -1.0 | -26.3 | -67.9 | -2.3
FC(F)(F)c1nnc2ccc(-n3ccnc3)nn12 | -7.9 | -0.6 | -23.1 | 1.6 | 3.9 | 11.2 | -12.9 | -6.1 | 0.8 | 11.4 | 12.6
CC(C)CCN1CCN(Cc2nc3ccccc3s2)CC1CCO (stereo not given) | -5.6 | -12.0 | -20.5 | -0.6 | -1.1 | 7.3 | 1.5 | 4.2 | -26.0 | 6.1 | -5.6
CCCC(CCC)C(=O)NCCN1CCOCC1 | / | -0.1 | -21.0 | -2.2 | -1.3 | 2.3 | 5.0 | 2.8 | -8.6 | 13.4 | 0.9
O=C(NCc1ccccc1Cl)C1CCN(S(=O)(=O)N2CCCCCC2)CC1 | -4.6 | 11.8 | 27.2 | 1.0 | -1.1 | -2.4 | -33.7 | -7.7 | 7.7 | 9.0 | 0.8
O=C(NCCCN=C1NS(=O)(=O)c2ccccc21)c1ccc(F)cc1 | -2.0 | 0.3 | -2.1 | 2.2 | 3.7 | -3.6 | 29.2 | -5.8 | 8.8 | 19.4 | 0.0
CC(C)c1nnc(SCC(=O)NCCC2=CCCCC2)n1N | -4.7 | 2.2 | 10.2 | 2.9 | 0.4 | 1.3 | 12.2 | -0.3 | -5.3 | 10.1 | 6.5
COc1ccc(C(C)=O)cc1CSc1nnc(Nc2ccccc2C)s1 | -8.5 | 1.2 | -5.3 | -1.2 | 0.2 | -4.6 | 24.1 | -7.9 | 32.2 | 4.1 | 4.0
CCC(=O)c1c[nH]c(C(=O)NCc2cccs2)c1 | -6.0 | 3.6 | -7.5 | -0.3 | -0.8 | 5.6 | -8.0 | 3.5 | 0.4 | 4.1 | 3.6
O=C(CCS(=O)(=O)c1ccccc1)Nc1nc2ccc(F)cc2s1 | -13.9 | 14.1 | -23.9 | -0.6 | -3.1 | -6.5 | 61.2* | -0.6 | 23.4 | -42.2 | -8.2
